Screens from PubChem BioAssay.
NR1D1 modulator – modulates human Rev-erb alpha binding to DNA; P20393; activity, % at 10 µM; hit rate 0.79% among 370,000; Rev-erbα–FITC-DNA binding, fluorescence polarization, 90 min; AID 1259318;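 active = activity above about 14%, limit read from the data; passing the limit was not always enough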;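 note: 0% = DMSO wells with 35 nM protein and 100% = DMSO wells with 750 nM protein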
DAX1 inh-1 – blocks DAX1 repression of SF-1 activated StAR promoter. HEK293T StAR-luciferase reporter, SF-1/DAX-1 repression relief. inhibition, % at 6.8 µM. hit rate 1.1% among 370,000. AID 652010;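 active = inhibition above the mean over all tested compounds plus 3 SD, cut at about 3.6% in these data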;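 note: 0% = DAX-1 cells with DMSO and 100% = cells lacking DAX-1 with DMSO; higher inhibition means more luminescence from relief of DAX-1 repression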
ssDAF12 agonist – activates DAF-12 receptor from parasite S. stercoralis; activation, % at 6.8 µM; hit rate 1% among 370,000; HEK293 ssDAF-12/GRIP1 lit1-tk-luc reporter, luminescence; % of 3 µM dafachronic acid response;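 active = activation above the mean over all tested compounds plus 3 SD, cut at about 0.9% in these data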;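 note: 0% = DMSO-only wells and 100% = 3 µM delta7-dafachronic acid wells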
SMARCA2 act – activators of SMARCA2 function | activation, % at 9.1 µM | MG213 cells, MMTV-luciferase reporter, dexamethasone, overnight | hit rate 1% among 370,000 | AID 652017; in the data active = activation above about 7.8%;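 note: 0% = vehicle wells and 100% = reference activator wells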
HGIII-sPLA2 inh – Blocks human group III sPLA2 activity; inhibition, % at 12.2 µM; AID 743126; Q9NZ20; hit rate 0.56% among 370,000; QFRET BODIPY PC-A2 liposome hydrolysis, fluorescence;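 active = inhibition above mean plus 3 SD of compounds lying within the high and low control bounds, cut at about 19% in these data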;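 note: 0% = median of test compound wells and 100% = no enzyme DMSO wells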
Target sequence (Q9NZ20 whole entry, looked up): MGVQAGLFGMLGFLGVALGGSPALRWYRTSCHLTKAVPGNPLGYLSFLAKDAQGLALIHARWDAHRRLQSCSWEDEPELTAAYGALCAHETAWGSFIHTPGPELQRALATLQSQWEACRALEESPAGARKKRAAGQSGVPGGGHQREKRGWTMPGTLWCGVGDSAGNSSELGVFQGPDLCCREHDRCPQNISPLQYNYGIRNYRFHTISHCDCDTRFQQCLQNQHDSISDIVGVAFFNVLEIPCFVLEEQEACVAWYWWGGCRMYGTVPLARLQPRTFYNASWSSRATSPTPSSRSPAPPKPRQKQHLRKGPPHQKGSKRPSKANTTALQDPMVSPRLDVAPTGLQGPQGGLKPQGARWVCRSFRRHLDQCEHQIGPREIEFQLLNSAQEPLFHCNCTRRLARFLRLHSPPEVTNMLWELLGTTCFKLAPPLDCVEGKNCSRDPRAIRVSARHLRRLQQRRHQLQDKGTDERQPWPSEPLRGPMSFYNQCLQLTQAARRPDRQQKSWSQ
PG9 Ab binder – binds the HIV-1 gp120 antibody PG9 | TR-FRET gp120-PG9 antibody binding | inhibition, % at 6.7 µM | hit rate 0.43% among 360,000 | AID 624416; in the data active = inhibition above about 8.5%
DAX1 inh-2 – inhibitors of human orphan nuclear receptor DAX1 (NR0B1); P51843; HEK293 Gal4-DAX1 luciferase reporter, luminescence; inhibition, % at 6.75 µM; hit rate 0.99% among 340,000; AID 504766;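 active = inhibition above the mean over all tested compounds plus 3 SD, cut at about 4.2% in these data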;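 note: 0% = DAX1-transfected cells with DMSO and 100% = empty-vector control cells with DMSO; inhibition shows as a rise in luminescence from relieved DAX1 repression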
Target sequence (P51843 207-470 limits assumed): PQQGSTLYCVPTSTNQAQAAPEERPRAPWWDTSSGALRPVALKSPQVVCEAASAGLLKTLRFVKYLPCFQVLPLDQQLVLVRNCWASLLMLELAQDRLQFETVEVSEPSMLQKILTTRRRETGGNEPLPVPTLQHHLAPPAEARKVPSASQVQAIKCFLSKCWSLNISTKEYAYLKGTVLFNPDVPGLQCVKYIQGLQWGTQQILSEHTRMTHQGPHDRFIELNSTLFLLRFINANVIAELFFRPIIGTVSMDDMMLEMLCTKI
PLCb3 inh – PLC-beta3 (human) inhibition, primary screen; AID 720704; hit rate 0.18% among 370,000; inhibition, % at 12.2 µM; Purified PLC-beta3, fluorogenic substrate, fluorescence; in the data active = inhibition above about 11%;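 note: 0% = median of compound wells on plate and 100% = full blocker control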
GAA850 FXN act – activators of GAA850 frataxin (FXN) promoter. HEK293 lucGAA850 FXN promoter luciferase reporter, 24 h; percent of 10 µM SAHA response. hit rate 0.56% among 360,000. activation, % at 6 µM;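 active = activation above the average of all compounds screened plus 3 SD, cutoff fixed separately per campaign, cut at about 7.5% in these data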;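 note: 0% = DMSO wells and 100% = 10 µM SAHA wells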
hcDAF-12 act – activates DAF-12 receptor from parasite H. contortus. hit rate 1.4% among 370,000. activation, % at 6.8 µM. HEK293 hcDAF-12 lit1-tk-luc reporter, luminescence; 0% DMSO, 100% Δ7-dafachronic acid. AID 652067;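 active = activation above the mean of all tested compounds plus 3 SD, cut at about 5.5% in these data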;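 note: 100% = response to 3 µM Δ7-dafachronic acid high control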
hgDAF-12 ag – agonists of H. glycines DAF-12 nuclear receptor. activation, % at 6.8 µM. hit rate 1.8% among 370,000. HEK293 GAL4-hgDAF12 UAS-luciferase reporter, agonist luminescence; normalized to butyrate control;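 active = activation above a cutoff set at the mean of all screened compounds plus 3 SD, cut at about 10% in these data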;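 note: 0% = DMSO wells and 100% = sodium butyrate wells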
Active calls of the source: *; i = inactive; . = not tested or not shown.

SMILES	NR1D1 modulator	DAX1 inh-1	ssDAF12 agonist	SMARCA2 act	HGIII-sPLA2 inh	PG9 Ab binder	DAX1 inh-2	PLCb3 inh	GAA850 FXN act	hcDAF-12 act	hgDAF-12 ag
O=C(CSc1nnc2n1CCCN2)c1ccc([N+](=O)[O-])cc1	1	-0.1	-0.6	-3	8	0.5	0.2	-8	0.1	0.6	-1.1
C[C@@H](O)C#Cc1ccc2c(c1)O[C@H](CN(C)C(=O)Nc1ccccc1)[C@@H](C)CN([C@@H](C)CO)S2(=O)=O	4	0.2	-1.1	-1	4	-1.8	1.1	-1	-0.7	-1.5	3.0
CCOC(=O)CSc1nnc(Cc2ccccc2)n1Cc1ccco1	-2	0.3	-0.8	0	-3	-0.7	0.0	0	2.8	-2.1	0.0
O=C(N/C(=N\O)c1ccccc1)Nc1ccc(Cl)cc1	-2	0.7	-0.3	2	7	0.6	0.4	1	3.3	-0.6	1.8
COc1ccc(-c2csc(NC(C)c3nc4cc(Cl)c(Cl)cc4n3CCOCCO)n2)cc1 (stereo not drawn)	-3	-0.4	-1.1	0	-19	0.2	-0.1	-6	-1.0	0.9	-1.0
Cc1c(N)cc(N)cc1C(=O)O	-1	0.2	-0.8	-3	-12	-2.3	-0.7	-70	1.2	-1.2	-0.2
COC(=O)[C@H](Cc1ccccc1)NC(=O)N1CCCCC1C (stereo partly drawn)	-1	-0.1	-1.3	2	1	0.3	1.8	0	-1.4	-1.5	3.6
CCOC(=O)[C@@H]1[C@H]2COc3ccccc3[C@@H]2N2C(=O)N(c3cccc(F)c3)C(=O)[C@@]12C	-2	0.6	-0.5	-2	-2	1.0	-0.1	1	3.0	0.0	-0.6
Cc1c(/C=N\NC(=O)C2COc3ccccc3O2)c2ccccc2n1C (stereo not drawn)	0	-0.7	-0.1	-1	2	-1.7	1.1	-2	0.2	-0.1	-2.4
CC1(C(=O)NS(=O)(=O)c2ccccc2Cl)CCN1C(=O)CC1CCCCC1 (stereo not drawn)	4	0.1	-1.4	-2	-1	1.0	.	4	-1.3	-0.2	-1.4
COc1ccc2c(c1)c(C(=O)CN1CCC(C(N)=O)CC1)c(C)n2C	-5	-0.1	-0.9	-3	5	-0.9	1.0	-2	1.7	-1.2	0.2
CCN(CC)S(=O)(=O)c1ccc(NC(=O)CN(c2cccc(C)c2)S(C)(=O)=O)cc1	3	-1.5	-1.8	1	-45	1.5	-1.0	2	0.6	-1.0	-1.6
O=[N+]([O-])c1ccc2cccnc2c1	9	-1.1	0.0	2	-5	-1.2	1.2	1	-2.6	1.2	0.3
COc1ccc(OC)c(CNC(=O)CCS(=O)(=O)c2ccc3c(c2)oc(=O)n3C)c1	-2	-1.2	-1.6	-3	8	0.9	0.1	-7	0.9	-0.6	-2.8
COc1ccccc1N1CCN(C(=O)/C=C/c2ccc(C)cc2)CC1	-1	1.0	-1.3	7	-5	-2.1	1.1	0	-0.5	2.8	3.2
CC(C)(C)C(=O)/C=C1\NC(=O)CS1	-3	0.4	-1.5	-3	-3	1.5	-1.2	-3	-0.5	-1.2	3.7
CCCCCc1nnc(NC(=O)NS(=O)(=O)c2ccc(C)cc2)s1	-4	0.2	-1.1	-2	1	-0.3	0.3	-6	0.7	1.5	1.6
CC(C)c1ccc(NC(=O)c2cc(-c3cc(F)ccc3OCC3CCCO3)n[nH]2)cc1 (stereo not drawn)	-1	-1.3	-1.1	-1	-14	0.1	.	2	0.7	-2.7	-1.1
NS(=O)(=O)c1cccc(C(=O)NC2CCSc3ccccc32)c1 (stereo not drawn)	5	0.2	-1.0	-4	-2	-0.4	1.8	-8	-1.6	-1.0	0.7
COc1ccccc1Cc1c(-c2ccc(OC)c(OC)c2)nc2cc(C)c(Br)c(C)n12	4	-2.2	-0.1	-5	6	-0.1	.	-2	.	-1.6	-3.0
CCN(CC)C(=O)[C@H]1C[C@H](CC(=O)NCC23CC4CC(CC(C4)C2)C3)C(=O)N2CCc3c([nH]c4cc(-c5ccco5)ccc34)[C@]12C	-5	1.4	-0.9	1	-7	-1.1	0.0	-173	2.5	-1.0	0.9
O=C(O)Cn1nnn(-c2ccccc2)c1=S	1	0.3	-1.5	1	3	-1.6	0.3	0	1.1	-1.4	-2.6
Cc1cc(N=Cc2cc(Br)ccc2O)no1	-2	-0.3	-1.4	0	0	0.1	-0.4	3	-1.5	0.6	-1.0
CCN1C(=O)/C(=C\c2nc3ccccc3c(=O)n2-c2ccccc2)c2ccccc21	2	-1.1	-0.7	-3	17	0.3	-0.2	1	4.2	-1.3	0.6
CCOC(=O)CNC(=O)N1CCCC(CNS(=O)(=O)c2cccs2)C1 (stereo not drawn)	2	-0.3	-0.5	2	-1	-1.8	0.1	2	1.0	0.5	-1.6
SMILES	NR1D1 modulator	DAX1 inh-1	ssDAF12 agonist	SMARCA2 act	HGIII-sPLA2 inh	PG9 Ab binder	DAX1 inh-2	PLCb3 inh	GAA850 FXN act	hcDAF-12 act	hgDAF-12 ag
CC[C@]12c3[nH]c4cc(-c5ccco5)ccc4c3CCN1C(=O)[C@@H](CC(=O)NCc1ccco1)C[C@@H]2C(=O)N1CCN(C(=O)C2CC2)CC1	-7	0.8	-1.2	-3	-8	2.4	-0.4	i	-1.4	-0.2	0.8
O=C(NCc1ccc2c(c1)OCO2)C1CCCN(C(=O)c2ccc(Cl)cc2)C1 (stereo not drawn)	-2	-0.7	-1.4	1	-3	0.8	0.8	2	0.5	-2.3	-0.6
O=C(NCCCN1CCCC1)c1ccc2c(c1)N(Cc1ccccc1)CCS2	0	0.7	-1.3	-1	3	-1.0	1.0	i	-1.3	-1.8	-2.2
COC(=O)[C@]12C[C@H](CC(=O)NCCc3ccccc3OC)C(=O)N(Cc3ccccc3)C1=C[C@H](COCc1ccccc1)O[C@@H]2C	-1	-1.8	-0.9	-2	-18	.	.	0	.	-1.1	3.0
Cc1ccc(S(=O)(=O)N2CCC(N3CCC(C)CC3)CC2)cc1	-7	1.6	-1.1	-4	7	-2.2	2.7	-11	1.4	1.5	-0.2
CCC(CC)NC(=O)CSc1ccc(S(=O)(=O)N2CCOCC2)cn1	1	1.2	-0.2	3	0	-3.1	1.2	5	1.8	0.2	2.8
COc1ccccc1CNC(=O)CCNS(=O)(=O)c1cccc2nsnc12	-8	-0.2	-1.6	-3	-6	1.3	0.0	4	2.0	1.8	0.6
COC(=O)c1ccc(S(=O)(=O)N2CCC(O)CC2)n1C	-4	0.0	-0.5	1	-1	-0.3	-0.4	-6	-3.5	-2.3	-1.3
COc1ccc(NC(=O)c2cc(-c3ccccc3Cl)on2)cc1	3	0.2	-0.3	2	-2	-2.5	2.4	-12	1.8	2.9	7.2
Cc1ccccc1NC(=O)Cn1nnc(-c2ccc(N3CCOCC3)cc2)n1	5	-1.0	-0.2	1	-5	1.1	0.9	5	0.3	-0.3	1.3
CCC(=O)Nc1ccc(NC(=S)NC(=O)c2cc3ccccc3o2)cc1	5	-0.7	-0.7	2	4	-2.7	-0.2	3	4.1	1.0	1.0
Cc1cc(C)c(C(=O)CSC2=NC(N)=C(C#N)C3(CCCCC3)C2C(N)=O)cc1C (stereo not drawn)	2	-1.7	-1.9	-4	-35	-0.3	-0.5	-3	-2.2	-2.0	-2.0
CC(C)c1ccc(CCNC(=O)CCNC(=O)c2ccc(Br)cc2)cc1	-4	-1.1	-0.7	1	3	-2.9	0.5	-2	0.1	-0.3	-1.1
CSc1nnc([C@H](C)NC(=O)OC(C)(C)C)o1	-2	0.2	-1.4	-3	-2	-2.5	0.4	3	0.3	0.2	-1.8
COc1cc(-c2nnc(NC(=O)C3=COCCO3)o2)cc(OC)c1OC	-2	0.4	-1.1	-1	-9	0.8	1.3	-2	-0.6	-2.1	2.5
COc1ccc(Cc2nc3c4c(ncn3n2)Oc2ccc3ccccc3c2C4c2ccc(OC)c(OC)c2)cc1 (stereo not drawn)	4	0.6	0.3	-2	5	1.5	-0.3	-1	3.9	1.4	3.1
COc1ccc(-n2c(SCC(=O)N3CCCCC3)nc(O)cc2=O)cc1	-3	0.1	-0.3	-3	-3	0.9	0.9	1	3.4	-0.5	1.3
Cc1c(NC(=O)CN2CCCc3ccccc32)c(=O)n(-c2ccccc2)n1C	4	-0.4	-1.0	-3	5	-0.4	-0.3	2	-1.3	0.0	0.0
CCc1nc2ccc(C(=O)N3CCN(S(=O)(=O)CC)CC3)cn2c1N(CC)CCN(C)C	0	-0.2	-1.5	1	9	0.1	.	-10	1.0	0.5	0.1
CCN(CC)CCCN(C(=O)Cn1nnc(-c2ccc(OC)c(OC)c2)n1)C(C(=O)NC(C)(C)C)c1ccc(F)cc1 (stereo not drawn)	5	-1.0	0.3	1	-5	1.3	0.7	4	-2.4	-0.6	-2.5
Cc1ccccc1C(=O)Nc1nc2n(n1)C(c1ccccc1)CC(=O)N2 (stereo not drawn)	1	1.1	-2.1	2	1	0.4	-0.3	0	-0.9	-2.2	1.4
O=S(=O)(NCCSc1ccccc1)c1cccs1	4	-0.2	-0.9	-1	-7	-1.6	0.6	5	2.2	-0.2	-1.7
[N-]=[N+]=N[C@@H](CCN1CC[C@H](NC(=O)OCc2ccccc2)CCC1=O)c1ccccc1	3	-1.2	-1.2	0	-6	-0.7	-0.1	-2	2.0	-0.5	-0.7
O=C(CSc1nc2ccccc2o1)Nc1nncs1	1	0.2	-1.4	2	-3	0.4	-0.9	4	-0.3	-1.2	-2.7
CCCNC(=O)C(Cc1ccccc1)NC(=O)c1ccc(-c2ccccc2)cc1 (stereo not drawn)	3	0.2	-1.2	1	4	-1.2	2.0	8	0.2	0.1	0.1
SMILES	NR1D1 modulator	DAX1 inh-1	ssDAF12 agonist	SMARCA2 act	HGIII-sPLA2 inh	PG9 Ab binder	DAX1 inh-2	PLCb3 inh	GAA850 FXN act	hcDAF-12 act	hgDAF-12 ag
CCCCn1c(SCC(=O)OCC)nc2c1c(=O)[nH]c(=O)n2C	1	-0.7	-0.7	-3	12	-3.2	0.8	-2	-1.1	0.8	3.9
CC1=NN(c2ccc([N+](=O)[O-])cc2)C(=O)/C1=C\N(C)C	4	0.4	-1.4	7	5	-2.6	2.1	5	3.1	1.3	4.4
COc1ccc(CN2CCCC(C(=O)N3CCc4ccccc4C3)C2)cc1OC (stereo not drawn)	-5	0.4	-1.4	-1	5	-0.7	0.2	-16	-0.1	-0.2	2.2
CCOC(=O)c1sc2nc(C)nc(NCc3cccnc3)c2c1C	-6	-0.6	-1.0	0	2	-0.2	-0.5	-16	0.1	-1.0	2.4
O=C(CSc1nnc2c(Cl)cc(C(F)(F)F)cn12)Nc1ccc2c(c1)OCO2	1	-0.4	-0.9	-3	-2	1.1	-0.2	0	-2.4	-0.4	0.3
CCC(NC(=S)Nc1ccccc1)C(=O)O (stereo not drawn)	-1	-0.3	-1.1	-2	-18	-0.3	-0.5	3	2.1	-0.7	-2.9
COCCCNC(=S)N(CCN(C)C)Cc1cc2cc3c(cc2[nH]c1=O)OCCO3	-3	-0.8	-1.2	6	4	-1.4	3.1	-73	2.1	-0.9	0.3
